# VLA-4 inh: inhibition in human VLA-4 binding assay, primary screen, VLA-4 allosteric modulator project, MLPCN library, flow cytometry, VLA-4 expressing cells; ligand binding flow cytometry; actives 0.2% (n = 330,000); inhibition, % (about 7 µM as worked out from the volumes in the protocol); Integrin alpha-4 (Homo sapiens), P13612; in the data active = inhibition above about 50%
# MEX-5 binding: MEX-5 zinc finger RNA-binding disruptors – biochemical, C. elegans, fluorescence polarization, MLPCN library, primary screen | actives 0.38% (n = 300,000) | MEX-5/FITC-TCR2 RNA binding; stronger effect = lower value | activity score (negative = inhibition of binding), % at 10 µM | Zinc finger protein mex-5 (Caenorhabditis elegans), Q9XUB2;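 active = inhibition past about -25% in most replicates, and total fluorescence under double the plate's negative control median, limit read from the data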;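 also: 0% = DMSO and -100% = 5 µM competing unlabeled TCR2 RNA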
# Target sequence (Q9XUB2 whole entry, looked up): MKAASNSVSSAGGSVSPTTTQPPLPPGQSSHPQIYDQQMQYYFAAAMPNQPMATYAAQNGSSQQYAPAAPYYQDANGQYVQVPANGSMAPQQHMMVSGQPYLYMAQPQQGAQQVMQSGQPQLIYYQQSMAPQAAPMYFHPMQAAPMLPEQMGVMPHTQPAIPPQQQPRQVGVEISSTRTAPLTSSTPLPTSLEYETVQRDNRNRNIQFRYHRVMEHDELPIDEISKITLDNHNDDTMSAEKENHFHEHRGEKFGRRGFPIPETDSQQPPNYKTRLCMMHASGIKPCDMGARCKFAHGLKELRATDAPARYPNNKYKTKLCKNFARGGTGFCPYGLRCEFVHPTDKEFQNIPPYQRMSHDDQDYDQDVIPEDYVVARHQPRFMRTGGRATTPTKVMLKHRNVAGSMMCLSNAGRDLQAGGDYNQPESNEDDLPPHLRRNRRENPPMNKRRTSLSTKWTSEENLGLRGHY
# GRK2 aptamer HTS: compounds blocking aptamer binding on GRK2 – biochemical, human GRK2, bead flow cytometry, HTS, primary screen. FAM-aptamer displacement from GRK2. inhibition of aptamer binding, % at 10 µM. actives 0.59% (n = 330,000);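 active = inhibition of aptamer binding above 40%, roughly 3 SD of noise, on plates passing a quality check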;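 also: median bead fluorescence of bound FAM aptamer so fluorescent compounds give negative values; no value below 0 was filed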
# MCL1 BIM primary: inhibitors of MCL1 binding to BIM-BH3, primary screen, biochemical, fluorescence polarization; AID 2057, 2009; GST-MCL1 / FITC-Bim-BH3 fluorescence polarization; inhibition, % at 10.9 µM; actives 0.68% (n = 320,000);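 active = inhibition above the mean inhibition of all tested compounds plus 3 SD, set per campaign, cut at about 40% in these data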;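 also: 0% = DMSO wells and 100% = unlabeled Bim-BH3 peptide control; higher means more loss of mP so more displacement of Bim peptide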
# BCLXL inh: inhibitors of human Bcl-xL, primary screen, biochemical, fluorescence polarization, HTS; AID 2129, 2009; GST-Bcl-xL / FITC-Bim BH3 peptide fluorescence polarization; actives 0.7% (n = 320,000); inhibition, % at 10.9 µM; Bcl-2-like protein 1 (Homo sapiens), Q07817;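 active = inhibition above the mean of all tested compounds plus 3 SD, cutoff set per campaign, cut at about 30% in these data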;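 also: 0% = DMSO wells and 100% = unlabeled Bim-BH3 peptide competitor; inhibitors lower millipolarization by displacing the labeled peptide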
# Target sequence (Q07817 whole entry, looked up): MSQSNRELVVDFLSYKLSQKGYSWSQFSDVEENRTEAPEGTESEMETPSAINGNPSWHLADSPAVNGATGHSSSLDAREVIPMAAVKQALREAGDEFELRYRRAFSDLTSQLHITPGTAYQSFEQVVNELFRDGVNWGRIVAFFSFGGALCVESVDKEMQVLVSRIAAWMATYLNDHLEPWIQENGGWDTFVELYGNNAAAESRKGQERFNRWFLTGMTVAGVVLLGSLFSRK
# AGP1-GFP MLPCN: modulators of AGP1-GFP expression in yeast TOR pathway, primary screen, cell-based, multiplex flow cytometry, S. cerevisiae, MLPCN library. AID 2066, 2009. 3 h; GFP as percent of DMSO wells. GFP response vs DMSO, % at 10 µM. actives 0.02% (n = 320,000);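 active = GFP response relative to DMSO above a set limit, near screen average plus 3 SD, cut at about 150% in these data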;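 also: median GFP channel fluorescence of the gated AGP1 strain per well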
# Fam108B counter: mouse Fam108B serine hydrolase inhibitors, primary screen, counter-screen for RBBP9 inhibitor project, biochemical, fluorescence polarization; recombinant Fam108B, FP-Rh probe fluorescence polarization; inhibition, % at 9.51 µM; actives 0.33% (n = 300,000);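 active = inhibition above the screen mean inhibition plus 3 SD, computed separately per campaign, cut at about 18% in these data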;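 also: inhibitors lower polarization as less probe binds the enzyme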
# CIT2 TOR yeast: modulators of CIT2-GFP expression in yeast, primary screen, S. cerevisiae, GFP fusion, multiplex flow cytometry, MLPCN library; S. cerevisiae CIT2-GFP strain, 3 h; 100 means same as DMSO wells; GFP response vs DMSO, % at 10 µM; actives 0.065% (n = 320,000); AID 2029, 2009;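 active = GFP response relative to DMSO above a set limit, near the screen mean plus 3 SD, cut at about 150% in these data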;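 also: ratio of well median GFP fluorescence to mean of DMSO wells on the plate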
# GLD-1 RNA inh: GLD-1/TGE RNA complex disruptors, primary screen, biochemical, fluorescence polarization | actives 0.44% (n = 320,000) | purified GLD-1 + fluorescein TGE RNA | inhibition, % at 5.96 µM | Female germline-specific tumor suppressor gld-1 (Caenorhabditis elegans), Q17339;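 active = percent inhibition above a per-plate cutoff, the plate mean of test compounds plus 3 SD, cut at about 30% in these data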;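 also: 0% = DMSO wells with GLD-1 and probe and 100% = wells lacking GLD-1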
# Active calls of the source: *; i = inactive; . = not tested or not shown. Hits appear at their usual frequency; any-hit rate near 2.2%.
SMILES,VLA-4 inh,MEX-5 binding,GRK2 aptamer HTS,MCL1 BIM primary,BCLXL inh,AGP1-GFP MLPCN,Fam108B counter,CIT2 TOR yeast,GLD-1 RNA inh
CCN1CCN(c2nc3c(c(=O)[nH]c(=O)n3C)n2Cc2ccccc2F)CC1,-6,1.0,1,2,1,100,1,105,4
O=C(c1ccc(NS(=O)(=O)c2ccc3[nH]c(=O)[nH]c3c2)cc1)N1CCCC(C(F)(F)F)C1 (centres undefined),2,0.4,0,3,-1,100,5,89,2
CCOc1cc2c3c(c1)C(C)=CC(C)(C)N3C(=O)C2=O,22,-0.7,0,3,3,125,2,118,3
CCOC(=O)N1CCN(S(=O)(=O)c2ccc(-n3cnnn3)cc2)CC1,i,0.4,0,6,6,95,-1,101,3
COc1cccc(/C=C2/SC(=S)N(CC(=O)NC3C=CS(=O)(=O)C3)C2=O)c1 (centres undefined),i,-2.5,0,17,11,106,-2,108,7
CCN(CC)C(=O)CSc1nnc(-c2cccc(OC)c2)o1,39,1.2,0,-3,1,96,-3,92,0
O=S(=O)(NCc1ccccn1)c1cc(Cl)ccc1Cl,-2,3.1,14,5,5,98,2,99,2
COC(=O)C1=NN(N=O)C2(CC(=O)N(c3cc(C)cc(C)c3)C2=O)C1 (centres undefined),-16,-2.6,0,11,10,104,4,107,7
CN(C)CCNC(=O)c1onc(CSc2ccc(F)c(F)c2)c1C(=O)NCCN(C)C,7,1.8,0,-2,4,101,3,92,5
O=C(O)c1ccc(NC(=O)C(c2ccccc2)c2ccccc2)cc1,0,1.7,1,5,2,101,3,105,2
Cc1ccc(S(=O)(=O)NCCc2ccccc2)cc1,-13,4.7,0,2,5,89,1,87,1
Cc1cc(C)c2[nH]c(=O)c(CN(CC3CCCO3)C(=S)NCc3ccco3)cc2c1 (centres undefined),-5,-0.6,0,6,1,83,-1,87,0

# The closing 3 entries of the section above come first, to join the parts.
SMILES,VLA-4 inh,MEX-5 binding,GRK2 aptamer HTS,MCL1 BIM primary,BCLXL inh,AGP1-GFP MLPCN,Fam108B counter,CIT2 TOR yeast,GLD-1 RNA inh
O=C(O)c1ccc(NC(=O)C(c2ccccc2)c2ccccc2)cc1,0,1.7,1,5,2,101,3,105,2
Cc1ccc(S(=O)(=O)NCCc2ccccc2)cc1,-13,4.7,0,2,5,89,1,87,1
Cc1cc(C)c2[nH]c(=O)c(CN(CC3CCCO3)C(=S)NCc3ccco3)cc2c1 (centres undefined),-5,-0.6,0,6,1,83,-1,87,0
CC(=O)Nc1nonc1NC(=O)CSc1ccccn1,7,1.7,0,-7,0,106,2,123,83*
CC[C@]12c3[nH]c4ccccc4c3CCN1C(=O)C(CC(=O)NC/C=C(\C)CCC=C(C)C)C[C@@H]2C(=O)N1CCN(C(=O)c2ccco2)CC1 (some centres undefined),-9,.,6,.,.,95,.,96,1
CCN(C(=O)COC(=O)/C=C/c1ccco1)C1CCCCC1,7,.,49*,.,.,98,.,98,4
Cn1cnnc1SCC(=O)NNC(=O)c1ccc([N+](=O)[O-])cc1,12,.,0,.,.,96,.,103,4
Cc1cc(-c2nn(-c3ccccc3F)cc2CN2CCN(c3ccncc3)CC2)c(C)s1,4,2.7,0,-6,0,.,-2,90,-3
CNC(=O)COc1ccc(S(=O)(=O)Nc2ccc(C)cc2)cc1,10,-0.1,2,-4,-1,99,1,98,-3
Cc1ccccc1C(=O)NNC(=O)Nc1ccccc1,3,0.6,0,3,5,106,1,107,-9
CCC1C(=O)NCCN1C(=O)c1cccc(OC2CCN(S(=O)(=O)N(C)C)CC2)c1 (centres undefined),-115,2.7,0,2,0,103,2,100,5
COc1ccc(NC(=O)NCc2ccc(Cl)cc2)cc1,-9,.,0,.,.,93,.,98,.
CC(c1ccccc1)n1cc(C(=O)NCc2cccnc2)nn1 (centres undefined),8,-3.3,0,3,2,104,-1,101,-5
CCOC(=O)c1cc(CC)sc1NC(=O)CC1SC(N)=NC1=O (centres undefined),5,-0.1,0,-4,3,98,0,95,-4
COc1ccc(-c2[nH]ncc2CNCc2cc(C)n(C)n2)c(F)c1,24,2.8,0,3,5,101,-3,94,3

# 3 entries already listed, sorted by the number in CIT2 TOR yeast, descending.
Molecule	CIT2 TOR yeast
CC(=O)Nc1nonc1NC(=O)CSc1ccccn1	123
CCC1C(=O)NCCN1C(=O)c1cccc(OC2CCN(S(=O)(=O)N(C)C)CC2)c1 (centres undefined)	100
Cc1cc(-c2nn(-c3ccccc3F)cc2CN2CCN(c3ccncc3)CC2)c(C)s1	90

# Record cards, as listed above. Screens in order: VLA-4 inh	MEX-5 binding	GRK2 aptamer HTS	MCL1 BIM primary	BCLXL inh	AGP1-GFP MLPCN	Fam108B counter	CIT2 TOR yeast	GLD-1 RNA inh
# `CC(=O)Nc1nonc1NC(=O)CSc1ccccn1` is listed as 7	1.7	0	-7	0	106	2	123	83*
# `COc1ccc(NC(=O)NCc2ccc(Cl)cc2)cc1` is listed as -9	.	0	.	.	93	.	98	.
# `Cc1ccccc1C(=O)NNC(=O)Nc1ccccc1` is listed as 3	0.6	0	3	5	106	1	107	-9
# `CC(c1ccccc1)n1cc(C(=O)NCc2cccnc2)nn1` (centres undefined) is listed as 8	-3.3	0	3	2	104	-1	101	-5
# `CNC(=O)COc1ccc(S(=O)(=O)Nc2ccc(C)cc2)cc1` is listed as 10	-0.1	2	-4	-1	99	1	98	-3

# (cont.)
SMILES,VLA-4 inh,MEX-5 binding,GRK2 aptamer HTS,MCL1 BIM primary,BCLXL inh,AGP1-GFP MLPCN,Fam108B counter,CIT2 TOR yeast,GLD-1 RNA inh
Cc1ccc(NC(=O)CCC(=O)OCc2ccc(Br)cc2)cc1,-2,-1.1,1,-2,1,85,1,89,-3
O=C(NCCOc1ccccc1)C(=O)NCC1CCCO1 (centres undefined),7,0.5,0,1,4,108,0,100,2
O=C(Cn1nc(-c2ccccc2)c2ccccc2c1=O)Nc1ccc(F)cc1,-4,-0.6,0,7,3,117,-2,102,7
Cc1ccc(S(=O)(=O)/N=C2\CN(C)C(=O)N2C)cc1,34,1.4,0,5,4,103,1,91,5
OCc1ncccc1O,7,-0.6,2,-9,-5,95,-3,102,9
O=[N+]([O-])c1cc(-c2nnc(-c3ccccc3)o2)ccc1Oc1ccc(Cl)cc1,2,1.6,0,-6,0,97,5,98,7
COc1cccc2cc3c(=O)n(-c4ccccc4)nc-3oc12,38,-4.8,0,8,9,89,3,104,4
CCCC(O)(CCN(C)C)c1ccc(OC)cc1 (centres undefined),-4,-2.0,2,7,4,75,2,89,3
Cc1ccccc1CSCCNC(=O)CN(c1ccc2c(c1)OCO2)S(C)(=O)=O,9,-2.4,4,2,4,100,-1,108,5
CCOC(=O)C1CCCN(S(=O)(=O)c2cc(C(=O)OC)n(C)c2)C1 (centres undefined),27,1.0,0,4,3,104,-2,105,9
O=C(O)COCc1nc2ccccc2[nH]1,12,-0.7,0,10,10,105,1,108,10
COc1ccc(NC2CCCN(C(=O)c3cccnc3)C2)cc1 (centres undefined),20,-0.3,5,0,7,98,-1,94,-6
O=C(N/N=C\c1ccc(Cl)cc1)c1sccc1-n1cccc1,35,-3.8,0,1,2,103,-1,87,6
O=C(c1cnc2c(c1)COc1ccc(Cl)cc1-2)c1ccccc1O,2,-1.8,1,-4,-1,99,-8,97,5
COc1ccc(CNC(=O)COC(=O)CCOc2ccc(C)cc2)cc1OC,5,0.0,0,-11,-8,109,3,103,4
COc1cccc(CC(=O)N[C@@H](CCSC)c2nc3ccccc3[nH]2)c1,-1,0.9,0,0,2,100,0,101,-4
CN(C)S(=O)(=O)c1ccc(Cl)c(NC(=O)COC(=O)CN2C(=O)C3CCCCC3C2=O)c1 (centres undefined),10,2.4,0,-2,3,107,-1,101,-3
COc1ccc(C2CC(c3cccs3)=NN2C(=O)COC(=O)c2cncc(Br)c2)cc1OC (centres undefined),-3,1.0,0,3,-9,102,-4,104,10
COc1ccc(NC(=O)CN(C)C(=O)c2sc3ccccc3c2Cl)cc1,8,-0.8,0,0,0,94,0,77,0
O=C(CCN1C(=O)/C(=C/C=C/c2ccccc2)SC1=S)Nc1ccccn1,-7,-2.2,9,6,5,104,-6,103,-6
CC(C)NC(=O)Nc1ccc2c(c1)C(=O)N([C@H](C)CO)C[C@H](C)[C@@H](CN(C)S(C)(=O)=O)O2,-4,.,5,.,.,107,.,98,5
O=C(NC(Cc1ccccc1)C(=O)O)/C(=C/c1ccccc1)NC(=O)c1cccc(Br)c1 (centres undefined),5,0.3,5,4,1,98,1,99,5
Cc1cc(C(=O)CSc2nnnn2-c2ccc(O)cc2)c(C)n1C,-11,-3.3,0,-13,-7,105,1,93,-5
CC(=O)Nc1ccc(S(=O)(=O)N2CCC(NC(=O)c3ccccc3)CC2)cc1,3,-0.2,0,-2,1,96,-6,98,-2
Cc1nc2nc(-c3ccccc3)[nH]n2c(=O)c1Cc1ccccc1,-12,.,0,9,3,.,-4,111,1
O=C(NN1CCOCC1)c1ccc(F)cc1,1,-4.0,5,9,7,95,1,101,-2
COc1ccc(N2C(=O)C(F)(F)C2c2ccc(C)cc2)cc1OC (centres undefined),7,-7.3,1,2,1,116,1,104,1
O=C(N/N=C/c1cccs1)C1COc2ccccc2O1 (centres undefined),-2,1.5,6,0,4,99,2,96,4
Cc1ccc(-c2ccnc3c(Cl)c(C)nn23)cc1,1,-3.1,0,11,6,105,-1,101,0
NC(=S)N/N=C/c1ccccc1OCCSc1ccc(Cl)cc1,-22,.,0,8,2,100,-16,91,3
COc1ccc(C2(C(=O)NC(C)C)CCCC2)cc1OC,5,-0.6,4,-2,5,103,3,105,2
CN(CC(=O)Nc1cccc(F)c1)CC(=O)Nc1cccc2ccccc12,47,.,1,.,.,107,.,96,13
Cc1ccc(S(=O)(=O)NCCC(=O)N2CC(C)OC(C)C2)cc1 (centres undefined),-1,2.8,0,1,2,107,-1,101,2
O=c1c2ccccc2c(C=NCCO)c(O)n1-c1ccccc1,34,-0.3,0,-7,4,99,1,104,2
CCOc1ccc(S(=O)(=O)Nc2cccc(C(=O)NCC3CCCO3)c2)cc1 (centres undefined),13,-1.5,3,-4,2,107,0,95,-1
